Bioassay records as filed in PubChem.
LDHA block: blocks human lactate dehydrogenase A; activity change, % (values are at about 110 or 230 µM); purified LDHA, NADH/diaphorase-resazurin fluorescence; stronger effect = lower value; P00338; hit rate 0.15% among 480,000; in the data active = activity change below about -30%;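 also: plate controls were DMSO wells for no effect and wells without enzyme for full effect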
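Human LDH5 at 2 nM final in Tris HCl pH 7.4 with 0.06 mM NADH and 0.2 mM pyruvate, reacted 5 minutes at room temperature. Remaining NADH coupled via diaphorase/resazurin; resorufin fluorescence read at 0 and 20 minutes, normalized to enzyme-free and DMSO wells.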
D2 PAM: positive allosteric modulators of human D2 dopamine receptor | HEK293 T-REx D2, calcium flux, EC20 dopamine potentiation | potentiation, % at 10 µM | hit rate 0.34% among 340,000;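 active = potentiation over 3 SD above the plate norm, cut at about 30% in these data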; also: 0% is about no effect
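Potentiation of an EC20 dopamine calcium response is measured in a force-coupled, tetracycline-inducible Hek293 Trex D2 line. Compound-only kinetic reads over 180 s flag agonists before dopamine addition.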
D1 ag: activates the human D1 dopamine receptor. P21728. HEK293 T-REx D1 cells, calcium flux, agonist mode. activation, % at 2 µM. hit rate 1% among 360,000. AID 504660; in the data active = activation above about 30%; also: 0% is about no effect
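Inducible HEK293 T-REx D1 cells, force-coupled to calcium signalling, were plated at 4000 cells/well with tetracycline and held overnight at 30 C. After no-wash calcium dye loading, compound-evoked calcium rise over 180 s flagged agonists.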
Vif-APOBEC3F blk: blocks the Vif interaction with APOBEC3F | hit rate 0.2% among 390,000 | Potency, µM (top dose mostly 46.1 µM), for inactives: at the top dose activity, negative = active | HeLa A3F-eYFP + Vif (tagged APOBEC3F with the HIV-1 protein that degrades it), YFP fluorescence increase | AID 602313; also: potency is read from the fitted curve at half-maximal effect; % of control where 0% means no effect; nearly all actives have a fitted effect of over 65% in size
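Fluorescence increase (Ex 488/Em 500-530) after overnight compound treatment at 37 deg C flags inhibition of Vif-driven A3F-eYFP loss in stable HeLa A3F-eYFP/Vif cells seeded overnight beforehand.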
Vif-APOBEC3G blk: inhibitors of Vif-APOBEC3G interaction; Q9HC16; HeLa A3G-eYFP + Vif (tagged APOBEC3G with the HIV-1 protein that degrades it), YFP fluorescence, overnight; Potency, µM (titrated, usually from 46.1 µM), for inactives: at the highest dose activity, negative = active, most hits filed as inhibitors; hit rate 0.076% among 410,000;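 also: potency is read from the fitted curve at half-maximal effect; % is scaled to controls: 0 for no effect and ±100 for the full control effect; nearly all actives have a fitted effect of over 60% in size; hits raise eYFP signal because A3G escapes Vif-driven loss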
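HeLa cells stably expressing Vif and C-terminally eYFP-tagged A3G, seeded overnight at 37 deg C, then exposed to compound by pintool overnight at 37 deg C. Rise in yellow fluorescence (Ex 488/Em 500-530, Acumen) marks blocked Vif-driven A3G degradation.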
Glioma ERSR ind: induces the endoplasmic reticulum stress response in human glioma cells; U87-MG GRP78 promoter luciferase reporter, 16 h; Potency, µM, without a hit: at the highest dose activation, actives largely listed as activators; hit rate 0.02% among 420,000; AID 602332; also: potency is read from the fitted curve at half-maximal effect; series mostly up to about 76 µM; % of control where 0% means no effect; nearly all actives have a fitted effect of over 35% in size
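ERSR induction read as luciferase luminescence (Bright-Glo, 10 min at room temperature) in stably transfected human U87-MG glioma cells exposed to compounds for 16 h, using GRP78 as sensor.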
D1 antag: blocks dopamine activation of the human D1 receptor; P21728; HEK293 TREx D1 cells, calcium flux, dopamine EC80; stronger effect = lower value; activity change, negative = inhibition, % at 10 µM; hit rate 3.2% among 360,000; AID 504652; in the data active = activity change below about -30%; also: % is scaled to controls: 0 for no effect and ±100 for the full control effect
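Tetracycline-induced HEK293 Trex D1 cells, force-coupled to calcium, dye-loaded; compounds added and read 180 s, then EC80 dopamine added and calcium flux tracked kinetically another 180 s.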
RXFP1 agonist: activates the human relaxin receptor RXFP1; HEK293T-RXFP1 cAMP TR-FRET, 30 min; response scale: percent of porcine relaxin response, buffer zero; hit rate 0.3% among 370,000; Q9HBX9; AID 2676; Potency, µM (series often up to 57.5 µM), for inactives: at the highest dose activation, actives largely listed as activators; also: potency is read from the fitted curve at half-maximal effect; % is scaled to controls: 0 for no effect and ±100 for the full control effect; nearly all actives have a fitted effect of over 60% in size; many of its hits are not listed in these tables
Target sequence (Q9HBX9 whole entry, looked up): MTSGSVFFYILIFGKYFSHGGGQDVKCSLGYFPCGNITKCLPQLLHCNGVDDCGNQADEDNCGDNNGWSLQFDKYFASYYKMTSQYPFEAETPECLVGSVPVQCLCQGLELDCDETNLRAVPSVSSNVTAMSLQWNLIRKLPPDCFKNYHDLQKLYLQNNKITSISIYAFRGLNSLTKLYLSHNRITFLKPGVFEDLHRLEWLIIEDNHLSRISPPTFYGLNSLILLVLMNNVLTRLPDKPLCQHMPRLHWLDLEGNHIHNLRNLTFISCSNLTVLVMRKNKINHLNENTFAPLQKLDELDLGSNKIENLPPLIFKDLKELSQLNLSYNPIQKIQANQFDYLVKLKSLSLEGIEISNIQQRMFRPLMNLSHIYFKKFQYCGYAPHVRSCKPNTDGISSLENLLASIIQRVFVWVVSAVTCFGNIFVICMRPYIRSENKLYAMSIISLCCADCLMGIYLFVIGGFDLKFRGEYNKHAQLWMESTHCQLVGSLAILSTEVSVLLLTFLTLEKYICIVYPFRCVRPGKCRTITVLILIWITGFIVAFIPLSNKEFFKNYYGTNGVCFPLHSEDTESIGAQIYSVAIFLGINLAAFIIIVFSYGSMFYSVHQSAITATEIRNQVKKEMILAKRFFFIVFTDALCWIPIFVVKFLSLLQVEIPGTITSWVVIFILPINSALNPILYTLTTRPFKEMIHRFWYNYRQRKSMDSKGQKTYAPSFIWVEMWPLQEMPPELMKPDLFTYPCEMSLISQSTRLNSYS
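cAMP rise read by TR-FRET after 30 min, 37C compound exposure (up to 58 uM) in RXFP1-transfected HEK293 cells with Ro 20174 present. EC50 from Hill-equation fits, with 29 nM porcine relaxin as 100% and buffer as basal.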
D1 potentiator: potentiators of human D1 dopamine receptor; P21728; HEK293 TREx D1 cells, calcium flux, dopamine EC20 potentiation; potentiation, % at 10 µM; hit rate 0.036% among 360,000; AID 504651; in the data active = potentiation above about 30%; also: 0% is about no effect
The depositor's hits bear a star; . = no result given; & = joins results of further samples. Unless noted, calls follow the shape of the dose curve; as a rule, active = well fitted curve in the direction sought with a large enough effect; inconclusive = small, poorly fitted or top-dose-only effect, or another doubt; inactive = no such curve, though single readings can be large; an effect the other way counts as inactive or inconclusive.

Values run as follows: LDHA block | D2 PAM | D1 ag | Vif-APOBEC3F blk | Vif-APOBEC3G blk | Glioma ERSR ind | D1 antag | RXFP1 agonist | D1 potentiator
Cc1cccc(NS(=O)(=O)c2ccc(C)c(C(=O)N(C)C)c2)c1
→ -0.5 | . | 2.5 | 6.4% | 1.4% | -3.9% | -19.0 | 0.7% | -4.7
Cc1noc2ncnc(N3CCN(c4cccc(C(F)(F)F)c4)CC3)c12
→ -4.1 | 0.4 | 10.7 | 1.4% | 13.9% | -3.0% | -7.0 | -3.4% | -3.0
Cc1ccc(C(=O)NCC(=O)OCC(=O)Nc2ccccc2[N+](=O)[O-])cc1
→ -1.7 | -10.4 | 3.8 | 0.5% | 5.2% | -1.8% | 8.7 | 1.3% | -5.2
Cc1cccc(-n2ccnc2SCC(=O)Nc2nccs2)c1C
→ -3.3 | 1.6 | 27.0 | 2.7% | 0.3% | -5.5% | 4.8 | -0.3% | -5.2
COC(=O)[C@]1(CC(C)C)N[C@H](c2ccc(-c3ccc(Cl)c(Cl)c3)cc2)[C@@H]2C(=O)N(C)C(=O)[C@@H]21
→ 4.2 | 9.7 | 5.6 | 0.2% | -0.9% | -4.4% | 10.8 | -1.0% | 1.4
CC(=O)c1ccc(Nc2nc(-c3ccccc3)nc3ccccc23)cc1
→ -5.3 | . | . | -22.5% | -0.9% | -1.3% | . | . | .
COC(=O)CCCC1=CC2=C(c3ccccc3)C(=O)C(C)(OC(=O)C3CCCC3)C(=O)C2=CN1CCc1c[nH]c2ccccc12 (stereo not given)
→ 0.5 | 9.6 | 1.4 | -20.5% | -3.4% | -3.9% | -1.0 | -5.1% | 1.8
Cc1cc(=O)n2nc(N3CCC(C(=O)NCc4ccc(F)cc4)CC3)sc2n1
→ -9.2&-11.0 | 7.5&0.9 | 1.1&0.7 | -4.3%&0.6% | 0.1%&1.9% | -1.8%&0.7% | 2.9&3.9 | 24.7%&25.8% | -0.5&-1.6
C=CCn1c(O)c(N=NC(=O)CNC(=O)c2cccs2)c2ccccc21
→ -10.5 | 7.4 | 3.3 | -7.0% | -26.3% | -4.0% | 6.0 | 0.1% | -1.8
Cc1ccc(C2N(c3nccs3)C(=O)C3CCCN32)cc1 (stereo not given)
→ -7.1 | . | 1.3 | -2.3% | 4.6% | -0.1% | 1.1 | -0.2% | -2.5
Cc1ccccc1-c1nc(CS(=O)(=O)CC(=O)NCc2cccc(Cl)c2)c(C)o1
→ -6.2 | 3.7 | 3.2 | 4.9% | -1.6% | 0.8% | -0.3 | 0.4% | 2.2
CCC(C)c1ccccc1NC(=O)COC(=O)c1ccc2c(c1)S(=O)(=O)c1ccccc1C2=O (stereo not given)
→ -3.8 | 9.9 | 2.6 | 0.3% | -1.3% | -2.6% | -5.4 | 1.4% | -1.9
CC(C)(C)N=C1NC(=NC(C)(C)C)c2ccccc21
→ -2.1 | -7.6 | 19.3 | 7.1% | -0.5% | 0.0% | -40.9* | 1.3% | -2.3
CCn1nc(C(=O)NNC(=O)c2ccccc2OCc2c(C)noc2C)c2ccccc2c1=O
→ 2.4 | -1.7 | 0.6 | 1.5% | -8.4% | -5.1% | 7.1 | -1.4% | 4.8
COC(=O)C1=C(C)N(CCc2ccc(OC)cc2)C(=O)C1
→ 0.0 | 3.7 | 5.1 | -14.9% | 0.7% | -3.4% | -19.5 | 0.5% | -9.8
CC(=O)Nc1ccc(S(=O)(=O)Oc2cccc(N3C(=O)C4CC=CCC4C3=O)c2)cc1 (stereo not given)
→ 0.0 | -1.5 | 12.6 | -5.1% | 2.4% | 3.4% | -15.2 | -0.6% | -0.1
COc1ccc2[nH]c3nc(SCC(=O)Nc4ccc5c(c4)OCO5)nnc3c2c1
→ -5.4 | 11.1 | 1.1 | 4.1% | 1.0% | -5.6% | -3.5 | 6.2% | -5.0
COc1ccc(CCNC(=O)C(=O)c2cn(CC(=O)N3CCCC3)c3ccccc23)cc1OC
→ -0.5 | . | . | -0.9% | -4.4% | -3.1% | . | . | .
CN(C)CCN=Cc1c(O)n(Cc2ccccc2)c(=O)c2ccccc12
→ -3.5 | 3.3 | 5.9 | -5.9% | 1.4% | -3.7% | -0.8 | 2.7% | -2.8
N=c1ccn(Cc2ccccc2Cl)cc1
→ -3.2 | -7.3 | 0.7 | 2.7% | -0.5% | -5.7% | -20.3 | 1.4% | -5.6
Cc1cccc(N2CCN(C(=O)Cc3ccc(-n4c(=O)[nH]c5ccsc5c4=O)cc3)CC2)c1C
→ 1.9 | 2.8 | 0.6 | -0.2% | 5.6% | -3.8% | 1.7 | -0.3% | 7.5
O=S(=O)(c1ccc(Cl)cc1)c1nc(-c2cccs2)oc1N1CCCCC1
→ -4.7 | 1.3 | 2.2 | -3.9% | -2.4% | -2.1% | 26.2 | 2.5% | 2.2
CC(=O)Nc1ccc(NC(=O)C2CCCN(S(=O)(=O)c3ccc(-n4cnnn4)cc3)C2)cc1 (stereo not given)
→ -5.8 | . | 2.0 | 12.4% | -2.4% | -3.6% | 4.1 | 3.0% | -9.5
COc1ccc(CCC(=O)Nc2ccc(C)c([N+](=O)[O-])c2)cc1
→ -7.2 | -16.6 | 4.0 | -12.5% | -1.5% | -2.4% | -6.3 | 2.5% | 1.6
CC1(C)Cc2nc(N3CCOCC3)c(C#N)cc2CO1
→ 5.6 | -8.8 | 4.2 | -3.5% | -1.9% | -5.1% | 0.2 | 2.1% | 5.5
COc1ccc(C(=O)NCCn2cc(SCC(=O)Nc3ccc4c(c3)OCCO4)c3ccccc32)cc1OC
→ -0.5 | 5.7 | 0.4 | 2.6% | -6.1% | -1.5% | -9.1 | 6.1% | -1.1
COCCNC(=O)CN(C(=O)c1ccc(N2CCCC2)nc1)c1ccc(F)c(Cl)c1
→ -3.3 | -2.5 | 3.5 | 0.0% | 0.8% | -7.0% | -1.0 | 2.1% | 0.9
O=C(CC1(O)C(=O)Nc2ccc(Br)cc21)c1ccc2c(c1)OCO2 (stereo not given)
→ -5.8 | -7.7 | 2.3 | 2.1% | 1.6% | -2.8% | 1.1 | 0.2% | 2.5
O=C(CN1C(=O)c2ccccc2S1(=O)=O)Nc1ccc(S(=O)(=O)N2CCCC2)cc1
→ -0.5 | -0.7 | 0.5 | -2.7% | 0.8% | -4.1% | 8.8 | 0.1% | 3.3
Cc1cc(C)cc(NC(=S)/C(=C(\[O-])c2ccc(Cl)cc2Cl)[n+]2ccccc2)c1
→ -2.0 | -0.3 | -0.3 | 2.0% | 0.5% | -3.4% | -3.3 | 2.6% | 2.2
CCOCCCNCc1c(Cl)cccc1Cl
→ -15.1 | 3.0 | 0.6 | 2.1% | -1.1% | -4.0% | 5.0 | 0.2% | 0.3
CCCCC(C(=O)NC(=O)NCc1ccccc1)N1C(=O)c2ccccc2C1=O (stereo not given)
→ 1.7 | -3.3 | 3.0 | 6.2% | -3.0% | -2.9% | 14.0 | 1.8% | 9.6
COc1ccc(NC(=O)C2CCCN(S(=O)(=O)c3ccc4c(c3)CC(C)N4C(C)=O)C2)cc1 (stereo not given)
→ -2.4 | 14.3 | 0.7 | 2.6% | 3.5% | -5.9% | -6.2 | -0.2% | -7.2
COc1cccc(/C=C/C(=O)OCC(=O)Nc2ccc3c(c2)OCCO3)c1
→ -2.2 | . | . | -5.0% | 2.4% | -4.2% | . | . | .
CC(=O)C(Sc1nc(N2CCOCC2)nc(N2CCOCC2)n1)C(=O)Nc1ccccc1 (stereo not given)
→ -8.1 | 6.6 | 1.5 | -11.8% | 0.5% | 0.3% | 13.4 | -0.2% | -0.7
COc1ccc(F)cc1S(=O)(=O)N1CCN(c2ccccn2)CC1
→ -5.7 | 2.9 | 1.2 | -0.3% | 0.4% | -3.8% | 10.3 | -1.7% | 1.3
CCOC(=O)CN(C(=O)CSc1nnc2c(n1)[nH]c1c(C)cc(C)cc12)c1ccccc1
→ . | -22.0 | -0.1 | . | . | . | 0.7 | 2.5% | -2.6
Cc1cccc(NC(=O)CC2C(=O)NCCN2C(=S)Nc2ccccc2)c1 (stereo not given)
→ -3.1 | -19.5 | 2.7 | -3.7% | -2.0% | 0.8% | -9.3 | 1.4% | -0.1

6 consecutive compounds already listed, for reference:
Values run as follows: LDHA block | D2 PAM | D1 ag | Vif-APOBEC3F blk | Vif-APOBEC3G blk | Glioma ERSR ind | D1 antag | RXFP1 agonist | D1 potentiator
Cc1cc(C)cc(NC(=S)/C(=C(\[O-])c2ccc(Cl)cc2Cl)[n+]2ccccc2)c1
→ -2.0 | -0.3 | -0.3 | 2.0% | 0.5% | -3.4% | -3.3 | 2.6% | 2.2
CCOCCCNCc1c(Cl)cccc1Cl
→ -15.1 | 3.0 | 0.6 | 2.1% | -1.1% | -4.0% | 5.0 | 0.2% | 0.3
CCCCC(C(=O)NC(=O)NCc1ccccc1)N1C(=O)c2ccccc2C1=O (stereo not given)
→ 1.7 | -3.3 | 3.0 | 6.2% | -3.0% | -2.9% | 14.0 | 1.8% | 9.6
COc1ccc(NC(=O)C2CCCN(S(=O)(=O)c3ccc4c(c3)CC(C)N4C(C)=O)C2)cc1 (stereo not given)
→ -2.4 | 14.3 | 0.7 | 2.6% | 3.5% | -5.9% | -6.2 | -0.2% | -7.2
COc1cccc(/C=C/C(=O)OCC(=O)Nc2ccc3c(c2)OCCO3)c1
→ -2.2 | . | . | -5.0% | 2.4% | -4.2% | . | . | .
CC(=O)C(Sc1nc(N2CCOCC2)nc(N2CCOCC2)n1)C(=O)Nc1ccccc1 (stereo not given)
→ -8.1 | 6.6 | 1.5 | -11.8% | 0.5% | 0.3% | 13.4 | -0.2% | -0.7

The list is partial (hit frequency here may not be typical).
